# Source: PubChem (National Center for Advancing Translational Sciences (NCATS))
# Abeta rescue: A-beta toxicity reversal in yeast; Potency, µM (top dose mostly 46.1 µM), without a hit: at the top dose growth rescue, usual class: activators; yeast expressing A-beta42, growth rescue, OD600, 48 h; response scale: 0% DMSO, 100% iron-clioquinol control; hit rate 0.063% among 410,000; also: potency is read from the fitted curve at half-maximal effect; nearly all actives have a fitted effect of over 55% in size
#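 Yeast growth medium received pinned compounds, then yeast cells expressing toxic A-beta were added; plates incubated at 30 C for 48 hr. Growth read as absorbance at 600 nm, normalized to DMSO and equimolar FeCl3 plus clioquinol controls.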
# WRN inhibitor: blocks human WRN helicase; Q14191; WRN helicase unwinding, fluorescent forked duplex, kinetic; Potency, µM (doses to about 114 µM), for inactives: at the highest dose activity change, negative = inhibition, hits mostly inhibitors; hit rate 0.46% among 360,000; AID 651768; also: potency is read from the fitted curve at half-maximal effect; % is scaled to controls: 0 for no effect and ±100 for the full control effect; nearly all actives have a fitted effect of over 55% in size
#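 WRN at 20 nM final preincubated with compound 15 min at room temperature; reaction started with 100 nM fluorophore/quencher forked duplex oligonucleotide and 2 mM ATP final. Unwinding followed kinetically by red fluorescence (ex 525, em 598 nm).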
# EPAC1 ag: activates human EPAC1 exchange factor; O95398; EPAC1 agonist qHTS, biochemical assay; response scale: 100% = response to 6.5 mM cAMP; Potency, µM (doses to about 154 µM), for inactives: top-dose activation, most hits filed as activators; hit rate 0.073% among 360,000; AID 720707; also: potency is read from the fitted curve at half-maximal effect; nearly all actives have a fitted effect of over 60% in size
#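 EPAC1 100 nM, Rap1B–BODIPY-GDP 250 nM, unlabeled GDP 50 uM; compound titration; 5 min RT; kinetic read ex480/em540 at 5-min intervals ×30 min; data normalized to 6.5 mM cAMP agonist control.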
# IL-2 act: IL-2 activation | IL-2 activation reporter assay, cell-based qHTS; stimulated with anti-CD3/CD4/CD28 beads; in transgenic mouse T cells | activation, % (series mostly up to about 46 µM) | hit rate 0.065% among 360,000; in the data active = activation above about 50%; inconclusive = mostly about 30% to 49%; also: 0% is about no effect
#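 Using fluorescent plate cytometry, EGFP and DsRed are detected in transgenic mouse T cells stimulated 18 h at 37 degrees C with antibody-coated beads after 60 min compound pretreatment.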
# EPAC1 antagonist: antagonists of human EPAC1 | AID 720709 | hit rate 0.14% among 360,000 | O95398 | Potency, µM (titrated, usually from 115 µM), for inactives: top-dose activity change, negative = inhibition, most hits filed as inhibitors | EPAC1 GEF assay, Rap1b-BODIPY-GDP exchange fluorescence;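 also: potency is read from the fitted curve at half-maximal effect; plate controls were vehicle for no effect and positive control for full effect; nearly all actives have a fitted effect of over 50% in size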
# PI5P4Ka inh: inhibitors of human PI5P4K alpha; P48426; PI5P4Kalpha enzyme, ADP-Glo luminescence, 60 min; active compounds read low; max response, %; hit rate 1.2% among 330,000; AID 652105; active = max response of -50% or lower; inconclusive = between -30% and -50%; inactive = -30% or higher; also: value at the top dose of about 77 µM; % is scaled to controls: 0 for no effect and ±100 for the full control effect
# Target sequence (P48426 whole entry, looked up): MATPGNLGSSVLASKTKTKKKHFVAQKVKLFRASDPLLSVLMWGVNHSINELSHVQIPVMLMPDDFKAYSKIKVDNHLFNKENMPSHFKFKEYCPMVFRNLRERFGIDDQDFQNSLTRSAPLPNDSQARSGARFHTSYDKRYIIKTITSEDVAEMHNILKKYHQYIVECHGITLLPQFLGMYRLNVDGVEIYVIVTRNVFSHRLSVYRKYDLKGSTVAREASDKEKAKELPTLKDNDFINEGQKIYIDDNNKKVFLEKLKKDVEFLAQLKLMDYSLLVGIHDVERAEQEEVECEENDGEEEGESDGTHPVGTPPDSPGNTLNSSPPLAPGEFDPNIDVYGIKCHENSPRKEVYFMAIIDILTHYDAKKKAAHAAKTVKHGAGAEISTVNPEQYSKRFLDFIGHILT
#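 Luminescence from ADP-Glo served as readout of PI5P4Kalpha activity in a qHTS format. Reaction: enzyme, substrate, compound, ATP at 5 microM final, 60 min at RT.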
# aSyn rescue: inhibitors of alpha-synuclein toxicity in yeast | Yeast expressing alpha-synuclein, growth rescue, BacTiter-Glo, 24 h | Potency, µM (top dose mostly 46.1 µM), without a hit: at the highest dose growth rescue (activation), usual class: activators | hit rate 0.14% among 370,000 | AID 652106; also: potency is read from the fitted curve at half-maximal effect; % of control where 0% means no effect; nearly all actives have a fitted effect of over 65% in size
#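 Rescue of yeast growth: cells expressing toxic alpha-synuclein, induced in galactose at OD600 0.02, incubated with compound 24 h at 30 C. ATP luminescence quantified growth; inhibitors of toxicity appear as activators.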
# PLK1 PBD inh: blocks phosphopeptide binding to human PLK1 polo-box domain; P53350; Plk1 PBD binding of FITC phosphopeptide, fluorescence polarization; Potency, µM, without a hit: max response, negative = inhibition, most hits filed as inhibitors; hit rate 2.8% among 360,000; also: potency is read from the fitted curve at half-maximal effect; series mostly up to about 57 µM; % is scaled to controls: 0 for no effect and ±100 for the full control effect; nearly all actives have a fitted effect of over 65% in size
# Target sequence (P53350 whole entry, looked up, the tested form may be a part): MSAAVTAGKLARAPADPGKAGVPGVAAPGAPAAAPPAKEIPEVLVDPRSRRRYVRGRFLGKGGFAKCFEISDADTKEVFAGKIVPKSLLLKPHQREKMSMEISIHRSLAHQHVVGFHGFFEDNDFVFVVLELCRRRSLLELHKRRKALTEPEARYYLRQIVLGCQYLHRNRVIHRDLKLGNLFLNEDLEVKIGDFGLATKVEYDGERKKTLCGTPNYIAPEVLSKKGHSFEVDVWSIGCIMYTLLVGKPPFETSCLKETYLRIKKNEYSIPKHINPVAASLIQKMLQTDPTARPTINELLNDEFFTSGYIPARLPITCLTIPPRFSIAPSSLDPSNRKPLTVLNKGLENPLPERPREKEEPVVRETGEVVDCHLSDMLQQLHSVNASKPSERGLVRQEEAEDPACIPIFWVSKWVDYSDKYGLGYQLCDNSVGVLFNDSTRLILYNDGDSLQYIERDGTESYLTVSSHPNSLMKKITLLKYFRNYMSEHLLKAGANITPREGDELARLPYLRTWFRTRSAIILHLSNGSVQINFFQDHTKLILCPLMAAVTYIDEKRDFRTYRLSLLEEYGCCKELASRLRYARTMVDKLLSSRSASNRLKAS
# FUS yeast rescue: rescues growth of FUS-expressing yeast; S. cerevisiae FUS-expressing, growth rescue, OD600, 24 h; Potency, µM (series often up to 76.6 µM), inactives show at the top dose growth rescue (activation), usual class: activators; hit rate 0.24% among 390,000;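 also: potency is read from the fitted curve at half-maximal effect; plate controls were DMSO vehicle for no effect and reference control for full effect; nearly all actives have a fitted effect of over 55% in size; some results filed as inactive show a strong effect at the top dose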
#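 Compound concentration series was pinned onto galactose-induced FUS-expressing yeast seeded at OD 0.005. Plates sat 24hr at 30C; absorbance at 600 nm gave growth. DMSO served as background control.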
# * = called active by the depositor; ? = inconclusive; / = no result given; & = joins results of further samples; [ ] = dose if it differs, or a comment. Unless noted, calls follow the shape of the dose curve; as a rule, active = well fitted curve in the direction sought with a large enough effect; inconclusive = small, poorly fitted or top-dose-only effect, or another doubt; inactive = no such curve, though single readings can be large; an effect the other way counts as inactive or inconclusive.
SMILES,Abeta rescue,WRN inhibitor,EPAC1 ag,IL-2 act,EPAC1 antagonist,PI5P4Ka inh,aSyn rescue,PLK1 PBD inh,FUS yeast rescue
O=S(=O)(NCC(c1cccs1)N1CCc2ccccc2C1)c1ccccc1 (stereo not given),11%,4%,22%,-0.8,-10%,10,4%,-1%,4%
Cc1ccc(C)c(N2CC(C(=O)Nc3nccs3)CC2=O)c1 (stereo not given),-14%,0%[57.1 µM],2%,1.1,-22%,-3,-4%,-15%,-21%
Cc1ccc(-c2cn3c(=O)cc(C)[nH]c3n2)cc1,22%,9%,13%,-1.6,4%,/,0%,-9%,18%
C[C@H]1CN([C@@H](C)CO)C(=O)CCCn2cc(nn2)CO[C@@H]1CN(C)C(=O)CCC(F)(F)F,15%,1%,-5%,-2.6,10%,6,-4%,-17%,-26%
O=[N+]([O-])c1ccc(C(=S)N2CCN(c3ccc(F)cc3)CC2)cc1,-8%,-15%,-3%,2.0,-19%,-28,4%,15µM*,3%
CCOc1c(Br)cc(/C=C(\C#N)C(=O)NC2CC2)cc1OC,?,-1%,-4%,-2.6,8%,-3,?,-11%,-4%
Cc1ccc(-c2nnc(Nc3ccc4c(c3)OCO4)c3ccccc23)cc1S(=O)(=O)NCCO,4%,?,-1%,-0.3,-17%,-5,-1%,-16%,/
O=c1[nH]c(CSc2nnc(-c3ccncc3)n2Cc2ccco2)nc2ccccc12,6%,8%,-4%,-1.9,24%,-1,-4%,0%,18%
CCOC(=O)[C@]12CCCC=C1N(Cc1ccc(Cl)cc1Cl)C(=O)[C@H](CC(=O)N1CCCC1)C2,8%,5%,-17%,-0.2,-19%,8,1%,-1%,41%
O=C(Nc1ccccc1)Nc1ncc(C(F)(F)F)cc1Cl,-10%,4%,3%,1.6,-8%,-1,11%,-11%,-30%
O=c1cc(CN2CCN(c3ccc(F)cc3)CC2)nc2sccn12,19%,-4%,1%,1.2,-5%,-5,0%,-8%,21%
CC(C)(C)C(=O)Cn1c(=N)n(Cc2ccccc2)c2ccccc21,-14%,-5%,4%,-0.4,-24%,6,-7%,-8%,34%
O=C(N/N=C/C(Cl)=C/c1ccccc1)c1cnccn1,-26%,-11%,-1%,-0.4,-2%,-3,-2%,-7%,7%
Cc1nc2ccccc2n1C1CCN(C(=O)Nc2ccccc2)CC1,-2%,-6%,-1%,-1.6,-5%,3,0%,-5%,14%
O=C(Nc1cccc(C(F)(F)F)c1)Nc1ccc(N2CCCC2)c(S(=O)(=O)Nc2ccccc2Cl)c1,-5%,-8%,7%,7.4,-25%,-8,-4%,-4%,18%
CC(=O)OCn1nnc2ccccc2c1=O,17%,14%,-14%,-0.5,3%,-5,-7%,-1%,-35%
O=C(CN1C(=O)NC2(CCCCCC2)C1=O)c1cccs1,0%,-13%,3%,-0.7,-15%,-17,-2%,-3%,/
CCCCNC(=O)C1(C)CCC(=O)N1CCc1c[nH]c2ccccc12 (stereo not given),-4%,-7%,3%,-0.5,-1%,1,?,-3%,-25%
CC(=O)c1c(N2CCN(c3ccc(F)cc3)CC2)nc(=S)n(-c2ccccc2)c1C,-7%,-7%,-3%,-2.6,-13%,-17,-3%,-1%,/
Cc1c(-c2nc(N)nc(Nc3ccccc3)n2)oc2ccccc12,-14%,-6%,0%,0.2,9%,-20,?,0%,17%

# Part of the list above, showing only EPAC1 antagonist and FUS yeast rescue.
SMILES	EPAC1 antagonist	FUS yeast rescue
Cc1ccc(C)c(N2CC(C(=O)Nc3nccs3)CC2=O)c1 (stereo not given)	-22%	-21%
C[C@H]1CN([C@@H](C)CO)C(=O)CCCn2cc(nn2)CO[C@@H]1CN(C)C(=O)CCC(F)(F)F	10%	-26%
CC(=O)OCn1nnc2ccccc2c1=O	3%	-35%

# Remaining list, next part.
SMILES,Abeta rescue,WRN inhibitor,EPAC1 ag,IL-2 act,EPAC1 antagonist,PI5P4Ka inh,aSyn rescue,PLK1 PBD inh,FUS yeast rescue
O=c1cc(Cl)c(-c2ccccc2)n[nH]1,-2%,-1%,-1%,4.2,8%,-2,-1%,-2%,-10%
O=C1CCCN1CCCNC(=S)Nc1ccccc1Cl,-18%,-3%,4%,4.6,1%,-2,-4%,-10%,-2%
CCN1C(=O)CC(NNC(=O)c2ccccc2)C1=O (stereo not given),8%,1%,8%,-0.1,4%,0,3%,3%,-23%
CCCS(=O)(=O)NC(=O)C1(C)CCCN(C(=O)c2ccc(C(F)(F)F)cc2)C1 (stereo not given),-4%,5%,-7%,0.4,-24%,1,4%,9%,-12%
CCCCn1c(=O)[nH]c(=O)c2c1nc(-c1ccc(C(F)(F)F)cc1)n2C,-7%,-5%[57.1 µM],1%,-0.6,-24%,-9,1%,6%,13%
CCN(CC)C(=O)C1=C(C)N(Cc2ccc(F)cc2)C(=O)C(CC(=O)NCCN2CCOCC2)C1 (stereo not given),-1%,7%,6%,-2.6,13%,1,-3%,5%,-2%
O=C(Nc1cccc(S(=O)(=O)NC2=NCCC2)c1)c1ccc(F)cc1,-16%,15%,2%,0.3,5%,0,2%,-4%,0%
Cc1csc(SC(C)C(=O)Nc2ccc3c(c2)OCCO3)n1 (stereo not given),-3%,3%,10%,-2.4,?,-4,2%,-8%,-24%
Cc1cc(C)n2nc(SCC(=O)NC(=O)c3ccc(OC(F)F)cc3)nc2n1,-24%,-4%,-10%,-0.2,-7%,-1,-2%,-5%,4%
CN(Cc1ccccn1)Cc1cn(Cc2ccccc2)nc1-c1ccc2c(c1)OCO2,-1%,-1%,?,1.0,20%,-6,0%,-6%,8%
CC(C)c1ccc(CCNC(=O)CSC(=S)N2CCCC2)cc1,18%,?,-2%,-0.2,-21%,-5,1%,27µM*,33%
Oc1cccc(C=NCc2ccccc2)c1,15%,0%,-4%,-1.1,3%,1,2%,-3%,-9%
Cc1cc(C)c(C(=O)O)c(Cl)n1,6%,-4%[57.1 µM],1%,-0.1,-15%,-1,-5%,1%,12%
Cn1nnnc1SCCNCc1ccccc1OCc1ccccc1Cl,-3%,1%,2%,1.5,-7%,1,-2%,2%,3%
Cc1cc(NC(=O)Cc2c(F)cccc2Cl)no1,-2%,4%,1%,-1.8,3%,/,0%,-10%,5%
CCC(O)CNC(=O)CCc1nnc(C2(c3ccc(Cl)cc3)CCC2)o1 (stereo not given),5%,-5%,1%,-0.5,18%,2,1%,-9%,-12%
CCn1c(C)c(C)c2cc(C(=O)NCCCN3CCN(C)CC3)ccc21,1%,6%,-6%,-3.1,2%,5,-7%,0%,30%
CCC(C)OC(=O)C[N+](C)(C)CCOC1CC2CCC1(C)C2(C)C (stereo not given),1%,4%,3%,-0.7,0%,19,3%,2%,18%
CN1CCN(C(CNC(=O)c2ccc(Br)o2)c2ccc(F)cc2)CC1 (stereo not given),2%,-9%,?,-0.4,-8%,1,-9%,-1%,-8%
CC1CCN(C(=S)NC(=O)c2cccs2)CC1,3%,7%,-3%,-0.9,20%,-3,-1%,-1%,-21%
Cc1ccc(CC2CC(=O)N(c3cc(C)ccc3C)C2=O)cc1 (stereo not given),15%,-7%,4%,0.2,-4%,3,2%,-2%,-5%
CCS(=O)(=O)c1nc(S(=O)(=O)c2ccc(Cl)cc2)c(N2CCN(CCO)CC2)s1,-2%,3%,3%,3.6,-6%,0,3%,8%,-17%
C/C(CC(=O)NCc1ccco1)=N\NC(=O)Cc1ccc(Cl)cc1,4%,2%,-4%,0.6,-9%,-6,1%,-1%,7%
COc1ccccc1/C=C1\SC(=S)N(N2C(=O)CCCC2=O)C1=O,7%,-15%,7%,-0.2,-3%,10,1%,0%,-1%
COc1ccc(C(C)(C)C)cc1NC(=O)COC(=O)CSCc1c(C)noc1C,22%,-4%,6%,-1.2,-18%,9,-1%,-6%,?
Cc1ccc(C(=O)OCc2ccc3c(c2)OCO3)cc1S(=O)(=O)N1CCCCC1,14%,-2%,5%,-3.1,1%,/,-2%,1%,15%
CC1(C(=O)NC2CCCCC2)CCC(=O)N1CC(F)(F)F (stereo not given),-15%,3%,-1%,-0.7,-1%,-1,-3%,-6%,-31%
CCOC(=O)c1cn[nH]c1NC(=S)Nc1ccc(Cl)cc1,16%,-34%,10%,-1.0,?,-2,-12%,-19%,21%
Cc1c(N2C(=O)CSC2c2ccc([N+](=O)[O-])cc2)c(=O)n(-c2ccccc2)n1C (stereo not given),-5%,4%,-6%,-1.3,4%,1,0%,4%,4%
COc1ccccc1C1CCN(C(=S)Nc2ccc(Br)cc2)CC1,?,0%,13%,0.1,-16%,11,14%,-8%,6%
O=C(CCc1ccccc1)N1CCN(c2ccc([N+](=O)[O-])cc2)CC1,1%,-2%,-3%,0.2,-6%,-1,-1%,-5%,29%
O=C1C2CC=C(Cl)CC2C(=O)N1CCC[n+]1cccc2ccccc21 (stereo not given),1%,-4%,-11%,0.8,5%,-2,8%,0%,/
CCC(C)NC(=O)CSc1ccc(S(=O)(=O)N2CCN(Cc3ccccc3)CC2)cn1 (stereo not given),-1%,3%,-6%,-0.5,-4%,3,-7%,-11%,2%
O=C(c1ccc(F)c(F)c1)N1CCCc2ccccc21,5%,-11%,5%,-0.8,-6%,-2,1%,5%,-14%
COc1ccc(CNC(=O)C/C(C)=N/NC(=O)c2cnccn2)cc1,-4%,6%,4%,0.3,5%,11,3%,-3%,13%
COc1cc(C(=O)Nc2cc(C(F)(F)F)ccc2Cl)cc(OC)c1OC,0%,-8%,-9%,-4.5,-1%,8,-15%,-1%,/
COc1ccccc1N(CC(=O)NCCSCc1ccccc1)S(C)(=O)=O,0%&-3%,0%,-11%,0.3,-5%,0,2%,4%,-21%&12%
